Screening data: PubChem, several laboratories
PolyA inhibitor: blocks polyadenylation in yeast reporter cells; hit rate 0.02% among 300,000; AID 1875; S. cerevisiae SKY197-pL101 polyadenylation reporter, beta-gal luminescence; efflux-impaired pdr1/pdr3 knockout yeast; score 100 = 6 SD above DMSO; calls only at 12 µM;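 active = lowest replicate activity score at least 50, where 100 means six control SD above control mean; inconclusive = lowest score under 50 but half or more replicates reach 50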;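 also: yeast exposed to compound for 9 h at 30 °C; higher score means more reporter readthrough which indicates perturbed polyadenylation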
Dyrk1A ADPGlo: Dyrk1A (rat) kinase inhibition; Q63470; ADP-Glo luminescence, NFATc1 peptide; inhibition, % at 12.5 µM; hit rate 0.43% among 310,000; in the data active = inhibition above about 50%;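 also: plate controls were vehicle with enzyme for no effect and no enzyme for full effect; many of its hits are not listed in these tables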
KCNK9 block: blocks the human KCNK9 two-pore domain potassium channel; Q9NPC2; HEK293 KCNK9, FluxOR thallium flux fluorescence; active compounds read low; B-score at 10 µM; hit rate 1.2% among 310,000;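 active = ratio B-score over 3 SD below the library mean, with starting fluorescence within 5 SD of its mean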;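 also: negative B-score means less thallium flux so channel inhibition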
Target sequence (Q9NPC2 whole entry, looked up, the tested form may be a part): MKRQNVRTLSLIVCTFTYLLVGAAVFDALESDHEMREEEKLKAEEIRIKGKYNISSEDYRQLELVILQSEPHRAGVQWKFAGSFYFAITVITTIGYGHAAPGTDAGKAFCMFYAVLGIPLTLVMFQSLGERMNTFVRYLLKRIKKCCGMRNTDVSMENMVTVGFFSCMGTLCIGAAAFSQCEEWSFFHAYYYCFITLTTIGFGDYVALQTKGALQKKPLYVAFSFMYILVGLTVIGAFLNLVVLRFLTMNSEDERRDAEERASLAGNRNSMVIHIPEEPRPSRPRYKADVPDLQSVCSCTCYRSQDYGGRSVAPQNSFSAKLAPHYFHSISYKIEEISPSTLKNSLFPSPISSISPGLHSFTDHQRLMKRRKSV
RGS4 pot: RGS4 potentiation or activation. HEK293 M3R/inducible RGS4, carbachol calcium flux Fluo4; active compounds read low. hit rate 0.92% among 310,000. AID 463111. B-score at 10 µM;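 active = B-score of the integrated calcium signal more than 4 SD below the library mean, with starting fluorescence not abnormally high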;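 also: negative B-score means reduced calcium response which marks RGS4 activation or potentiation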
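Assay system: Inducible-RGS4 HEK293 cells carrying M3 receptor | Schedule: Compound preincubation 20 min at room temperature before agonist | Signal: Kinetic calcium fluorescence imaging with Fluo4-AM dye, 2 µM | Read-out basis: B score from integrated fluorescence ratio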
GSK3beta inhib: human GSK3beta kinase inhibition | P49841 | GST-GSK3beta kinase, ADP-Glo luminescence, 60 min; active compounds read low | activity score (negative = inhibition), % at 10 µM | hit rate 0.038% among 300,000 | AID 2097;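 active = more than half of replicate wells score below -50%, meaning over 50% inhibition versus plate controls; inconclusive = some replicates but at most half score below -50%; inactive = no replicate scores below -50%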;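 also: 0% = median DMSO wells and -100% = median GW8510 positive control wells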
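Test system: GST-tagged human GSK3beta kinase, cell-free; evaluation: activity score scaled between in-plate DMSO and GW8510 controls; measured by: ADP-Glo luminescence; incubation: 60 min reaction, RT; benchmarks: DMSO and 20 µM GW8510; reagent: peptide substrate plus 25 µM ATP (final); medium: Tris/MgCl2 kinase buffer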
KCNK3 inh: human KCNK3 channel inhibition, primary screen | O14649 | CHO-KCNK3 thallium flux, FluxOR fluorescence; active compounds read low | B-score at 10 µM | hit rate 0.84% among 340,000 | AID 602410;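 active = B-score under library mean minus 4 SD, starting fluorescence ratio at most library mean plus 5 SD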;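 also: more negative B-score means stronger inhibition of thallium flux through KCNK3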
GSK3A inh: inhibitors of human GSK-3 alpha kinase. hit rate 0.1% among 320,000. inhibition, % at 10 µM. ADP-Glo luminescence, 60 min. P49840;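 in the data active = inhibition above about 50%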;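 also: GST-tagged GSK-3 alpha with peptide substrate and 25 µM ATP; 0% = DMSO neutral wells and 100% = GW8510 positive control wells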
Target sequence (P49840 whole entry, looked up): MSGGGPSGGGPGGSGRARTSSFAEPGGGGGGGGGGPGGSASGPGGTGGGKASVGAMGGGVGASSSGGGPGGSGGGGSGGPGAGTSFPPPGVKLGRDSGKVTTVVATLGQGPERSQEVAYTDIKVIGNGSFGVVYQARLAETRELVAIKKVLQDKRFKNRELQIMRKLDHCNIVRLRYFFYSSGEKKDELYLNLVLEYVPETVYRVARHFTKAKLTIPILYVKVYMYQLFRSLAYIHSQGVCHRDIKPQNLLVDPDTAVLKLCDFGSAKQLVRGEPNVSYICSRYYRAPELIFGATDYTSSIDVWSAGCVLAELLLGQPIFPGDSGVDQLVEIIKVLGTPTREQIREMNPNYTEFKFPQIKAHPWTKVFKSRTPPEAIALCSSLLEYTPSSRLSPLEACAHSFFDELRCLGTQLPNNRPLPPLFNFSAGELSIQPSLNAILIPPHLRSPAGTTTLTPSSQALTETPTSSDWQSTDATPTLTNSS
KCNQ1 act: potentiators or activators of human KCNQ1 potassium channel. B-score at 10 µM. CHO-K1 KCNQ1, thallium flux FluxOR fluorescence; active compounds read high. P51787. hit rate 0.35% among 310,000;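 active = fluorescence ratio B-score, a plate-corrected score, at least three library SD, with initial intensity B-score within 5 SD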
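Medium – assay buffer, equal DMSO in all wells · Material – CHO-K1 cell line with stable KCNQ1 potassium channel expression · Signal – kinetic FluxOR thallium fluorescence, 10-s 1-Hz baseline, 110-s post-stimulus read · Compound – single concentration per compound, DMSO matched to controls · Schedule – 37 °C overnight plating, 90-min dark dye load, 20-min compound pretreatment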
HDAC3 inh: blocks human histone deacetylase 3. hit rate 0.15% among 320,000. recombinant HDAC3, fluorogenic peptide/trypsin coupled, fluorescence. inhibition, % at 8.3 µM. O15379. AID 2718; in the data active = inhibition above about 26%, passing the limit was not always enough; inconclusive = no clear call, values can overlap the other calls
KCNQ1 inh: human KCNQ1 channel inhibition; AID 2642; B-score at 10 µM; P51787; hit rate 1.3% among 310,000; CHO-K1 KCNQ1, FluxOR thallium flux fluorescence; active compounds read high;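 active = compounds whose thallium flux B-score, printed positive for inhibition, exceeds three library SD while starting fluorescence stays within three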;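 also: channel opened by potassium depolarization with thallium stimulus after 20 min compound exposure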
hERG rescue: compounds protecting human hERG from proarrhythmic drug block | Q12809 | CHO-hERG, FluxOR thallium flux, dofetilide IC70 present | activation (rescue from dofetilide block), less the hit threshold, % at 10 µM | hit rate 0.51% among 310,000 | AID 1511;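 active = activation above the mean of controls blocked by dofetilide plus 5 SD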;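 also: thallium influx through hERG after potassium depolarization seen as dye fluorescence rise; in these data hits start at about 4.7%; inactives centre near -7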
* = called active by the depositor; i = inactive; u = inconclusive; x = no result given. Not all compounds are listed; rates above refer to the full screens.

molecule,PolyA inhibitor,Dyrk1A ADPGlo,KCNK9 block,RGS4 pot,GSK3beta inhib,KCNK3 inh,GSK3A inh,KCNQ1 act,HDAC3 inh,KCNQ1 inh,hERG rescue
C[C@@H]1CC=C[C@H]2[C@H]1C(=O)N(Cc1ccccc1)[C@H]2c1ccc(-c2ccoc2)cc1F,i,-4,i,i,3,i,1,i,-6,i,-9
C=CCCCCCCCCC(=O)N1CCN(c2cc3c(cc2F)c(=O)c(C(=O)O)cn3CC)CC1,i,-3,i,i,0,i,1,i,-2,i,-6
O=C(N/N=C/C(Br)=C/c1ccccc1)c1ccc([N+](=O)[O-])cc1,i,-3,i,i,2,i,0,i,-1,i,-2
O=C(COC(=O)C1CCC1)Nc1ccc(OC(F)F)cc1,i,-3,i,i,x,i,-2,i,2,i,-8
CCN(c1ccccc1)S(=O)(=O)c1ccc(F)c(C(=O)O)c1,i,1,i,i,-2,i,x,i,-4,i,0
CN(C)c1nc(N(C)C)n(C(=O)c2cccs2)n1,i,1,i,i,2,i,2,i,-4,i,0
COCCCNC(=O)/C=C1\Sc2ccccc2N(Cc2ccccc2F)C1=O,x,-12,i,i,1,i,1,i,x,i,-14
COc1cccc(C2=NNC(=NCc3ccccc3)SC2)c1,i,x,i,i,1,i,0,i,-2,i,-18

Gathered by group, those above containing nitrogen in an aromatic ring.
molecule,PolyA inhibitor,Dyrk1A ADPGlo,KCNK9 block,RGS4 pot,GSK3beta inhib,KCNK3 inh,GSK3A inh,KCNQ1 act,HDAC3 inh,KCNQ1 inh,hERG rescue
C=CCCCCCCCCC(=O)N1CCN(c2cc3c(cc2F)c(=O)c(C(=O)O)cn3CC)CC1,i,-3,i,i,0,i,1,i,-2,i,-6
CN(C)c1nc(N(C)C)n(C(=O)c2cccs2)n1,i,1,i,i,2,i,2,i,-4,i,0

(next part)
molecule,PolyA inhibitor,Dyrk1A ADPGlo,KCNK9 block,RGS4 pot,GSK3beta inhib,KCNK3 inh,GSK3A inh,KCNQ1 act,HDAC3 inh,KCNQ1 inh,hERG rescue
Cc1ccc(NC(=O)C(C)NS(=O)(=O)c2ccc(F)cc2)cc1C (configuration not stated),i,0,i,i,-1,i,1,i,5,i,-4
COc1cccc(-c2nc(NCC3CCCO3)c3ccccc3n2)c1O (configuration not stated),i,-1,i,i,3,i,0,i,-2,i,-25
CCN(C(=O)COC(=O)/C=C/c1c(C)nn(Cc2ccc(C)cc2)c1C)C1CCS(=O)(=O)C1 (configuration not stated),i,3,i,i,3,i,-4,i,0,i,-14
O=C1c2ccccc2C(=O)c2c1ccc1c(=O)n(-c3ccccc3)[nH]c21,i,9,i,i,0,i,x,i,x,i,-11
CCN(CC)C(=O)CSc1nnc(-c2cc(OC)cc(OC)c2)o1,i,3,i,i,0,i,-2,i,1,i,-3
CC(=O)CC1(O)C(=O)N(CN2CCN(c3ccccc3)CC2)c2ccccc21 (configuration not stated),i,-2,i,i,0,i,-1,i,-1,i,-1
COC(=O)C1=C(C)NC(C)=C(C(=O)OC)C1/C=C/c1ccccc1,i,1,i,i,-1,i,-2,i,-4,i,-6
Cc1nc(-c2cc(C#N)c(Sc3ccc(Cl)cc3Cl)nc2C)cs1,i,3,i,i,2,i,-1,i,12,i,3
Cc1ccc2[nH]c(=O)c(COC(=O)C3CCCO3)cc2c1 (configuration not stated),i,-1,i,i,2,i,0,i,2,i,-6
COc1ccc(CCNC(=O)COc2ccc(S(=O)(=O)NC(C)C)cc2Cl)cc1OC,i,0,i,i,1,i,-2,i,0,i,-13
Cc1ccc(NC(=O)Cn2c([N+](=O)[O-])cnc2C)cc1,i,0,i,i,-3,i,-1,i,-4,i,-9
COc1ccc(S(=O)(=O)N2CCN(C(=O)c3cc(-c4ccc(Br)cc4)n[nH]3)CC2)cc1OC,i,-1,i,-7*,0,i,1,i,4,i,-30
O=C(NCCN1CCOCC1)c1c(O)nc2ccccn2c1=O,i,-4,i,i,1,i,0,i,-15,i,-6
COc1cc(C)nc(Oc2ccc(OCc3ccccc3)nn2)n1,i,1,i,i,1,i,-2,i,-4,i,-5
Nc1nc(-c2ccc(Cl)cc2)c(S(=O)(=O)c2ccccc2)s1,i,5,i,i,1,i,1,i,-4,i,-4
Fc1ccccc1-c1ccc(/C=N/Nc2nc3ccccc3[nH]2)o1,x,-33,i,i,-2,i,0,i,0,i,-8
N#C/C(=C/c1ccc([N+](=O)[O-])cc1)C(=O)Nc1ccccc1O,x,-6,i,i,1,i,3,i,7,i,-8
O=C(Nc1ccccc1NC(=O)c1c(F)cccc1F)c1c(F)cccc1F,i,-1,i,i,-2,i,-2,i,-1,i,-5
COC(=O)C1=C(C)N2C(=O)CSC2=NC1c1ccc2c(c1)OCO2 (configuration not stated),i,x,i,i,2,x,x,i,6,i,-4
CN1CCN(c2ccc(NC(=O)c3ccc(Cl)cc3Cl)cc2)CC1,i,x,i,i,0,i,-2,i,0,i,-12
CCOc1ccc(C2/C(=C(/O)c3ccc4c(c3)CC(C)O4)C(=O)C(=O)N2CC2CCCO2)cc1 (configuration not stated),i,0,i,i,-3,i,x,i,-4,i,-6
COc1ccc(/C=N/Nc2cc(C)nc(-n3nc(C)cc3C)n2)cc1,i,-2,-6.7*,i,1,i,-2,i,15,i,-17
Cc1nnc(SCC(=O)Nc2cccc(C(F)(F)F)c2)[nH]c1=O,i,2,i,i,1,i,-2,i,-2,i,-1
COc1ccc(Br)cc1C1NC(=O)NC(C)=C1C(=O)N(C)C (configuration not stated),i,-4,i,i,-20,i,0,i,-3,i,-8

Entries from the list above containing an aryl thioether with sulfur outside any ring (three):
molecule,PolyA inhibitor,Dyrk1A ADPGlo,KCNK9 block,RGS4 pot,GSK3beta inhib,KCNK3 inh,GSK3A inh,KCNQ1 act,HDAC3 inh,KCNQ1 inh,hERG rescue
CCN(CC)C(=O)CSc1nnc(-c2cc(OC)cc(OC)c2)o1,i,3,i,i,0,i,-2,i,1,i,-3
Cc1nc(-c2cc(C#N)c(Sc3ccc(Cl)cc3Cl)nc2C)cs1,i,3,i,i,2,i,-1,i,12,i,3
Cc1nnc(SCC(=O)Nc2cccc(C(F)(F)F)c2)[nH]c1=O,i,2,i,i,1,i,-2,i,-2,i,-1

Just PolyA inhibitor, Dyrk1A ADPGlo and KCNK9 block (2 entries from above):
mol,PolyA inhibitor,Dyrk1A ADPGlo,KCNK9 block
COc1ccc(/C=N/Nc2cc(C)nc(-n3nc(C)cc3C)n2)cc1,i,-2,-6.7*
Cc1nnc(SCC(=O)Nc2cccc(C(F)(F)F)c2)[nH]c1=O,i,2,i

Continued:
molecule,PolyA inhibitor,Dyrk1A ADPGlo,KCNK9 block,RGS4 pot,GSK3beta inhib,KCNK3 inh,GSK3A inh,KCNQ1 act,HDAC3 inh,KCNQ1 inh,hERG rescue
COCCNC(=S)N1CCC(C(=O)c2ccc3c(c2)OCCO3)CC1,i,-1,i,i,1,i,-1,i,x,i,-8
Cc1cn(C2OC(COC(=O)c3ccccc3)C(O)C2Cl)c(=O)[nH]c1=O (configuration not stated),i,13,i,i,0,i,5,i,-1,i,-8
Cc1nc(NC(=O)CN2CCN(c3cccc(Cl)c3)CC2)sc1C(=O)N(C)C,i,x,i,i,2,i,-1,i,7,i,-13
COc1ccnc(Oc2ccccc2)c1-c1ncn[nH]1,i,2,i,i,-1,i,-3,i,0,i,1
CCNC(=O)C12CCC(C)(C(=O)C1Br)C2(C)C (configuration not stated),i,1,i,i,6,i,2,i,-3,i,-6
COC(=O)c1cc(-c2ccc(S(=O)(=O)N3CCCCC3)cc2)c(C(F)(F)F)s1,i,x,i,i,3,i,-3,i,-7,i,-4
Cc1cc(NC(=O)c2ccc(S(=O)(=O)N(C)CC3CCCO3)cc2)no1 (configuration not stated),i,-5,i,i,1,i,1,i,-11,i,3
NC(=O)Nc1ccc(Nc2ccccc2)cc1,i,x,i,i,0,i,-2,i,5,i,-10
CCOc1ccccc1N(CC(=O)NC1CCCC1)S(=O)(=O)c1ccc(C)cc1,i,0,i,i,1,i,11,i,0,i,-10
COc1ccc(Cc2nnc(NC(=O)c3ccco3)s2)cc1OC,i,-1,i,i,-2,i,3,i,5,i,-15
O=C(NCc1ccc(Cl)cc1)c1cccc2c1C(=O)N(CC1CCCO1)C2 (configuration not stated),i,4,i,i,-3,i,0,i,10,i,-11
CCOc1ccc(NS(=O)(=O)c2ccc(N)cc2)cc1,x,-1,i,i,3,i,-4,i,-8,i,-15
CN(Cc1cccc(C(F)(F)F)c1)Cc1nc(-c2cnccn2)no1,i,6,i,i,-2,i,-4,i,-12,i,-4
CCC1CCCCN1C(=O)c1cc(-c2ccc(Cl)c(Cl)c2)on1 (configuration not stated),i,x,i,i,2,i,1,i,u,i,-16
CC(C)=C1Cc2ccccc2C1=O,i,1,i,i,0,i,-1,i,1,i,-11
O=C(NCc1cccnc1)c1cn(-c2ccccc2)nc1-c1ccccc1,i,0,i,i,0,i,0,i,4,i,-19
Cc1cc(C)n(-c2nc3ccccc3c(=O)n2OCC(N)=O)n1,i,x,i,i,1,i,1,i,-15,i,-10
Cc1ccc(-n2c(SCC(=O)Nc3ncc(Cl)cc3Cl)nc3ccccc32)cc1,i,-4,i,i,-21,i,-1,i,1,i,-4
Cc1cc(C)c(C#N)c(SC(F)F)n1,i,-12,i,i,3,i,-2,i,-5,i,-9
Cc1cc(C)cc(OC(C)C(=O)NCCCn2ccnc2)c1 (configuration not stated),i,-3,i,i,-1,i,-3,i,-4,i,-5
COC(=O)c1ccccc1NC(=O)NC1CCCCC1,i,-3,i,i,2,i,-2,i,-15,i,-9
